Screening data (PubChem)
HKDC1 inhibitor = inhibitors of human hexokinase HKDC1 | Q2TB90 | inhibition, % at 20 µM | AID 493160 | recombinant HKDC1, G6PDH/diaphorase resazurin coupled fluorescence | 340,000 tested, 0.16% active;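 active = inhibition above about 35% when tested at 20 µM, limit read from the data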;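 also: plate controls were DMSO wells with enzyme for no effect and DMSO wells lacking enzyme for full effect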
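Assay system: recombinant HKDC1 hexokinase; detection: coupled resazurin fluorescence, excitation 525 nm, emission 613 nm; benchmarks: DMSO-plus-enzyme-mix negative control, buffer-substituted positive control; compound dosing: single 20 µM dose; schedule: 90 min at room temperature in dark; also added: glucose plus 1 mM ATP as hexokinase substrates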
MPTP block = inhibitors of mitochondrial permeability transition pore | isolated mouse mitochondria, Ca2+ swelling absorbance, 30 min | inhibition, % at 10 µM | 360,000 tested, 1.4% active;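 active = inhibition of 50% or more, scaled per plate between neutral and stimulator controls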;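 also: 0% = DMSO wells given calcium and 100% = 1 mM EGTA wells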
PfG6PD inh = PfG6PD (Plasmodium falciparum) enzyme inhibition | PfGluPho enzyme, NADPH resazurin-diaphorase fluorescence | 350,000 tested, 0.78% active | AID 504690 | inhibition, % at 20 µM;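 active = inhibition reaching at least a set limit at 20 µM in the primary screen, cut at about 59% in these data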;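 also: 0% = DMSO wells with substrate and 100% = DMSO wells lacking glucose-6-phosphate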
ATG4B inh = inhibitors of human ATG4B cysteine protease; inhibition, % at 8.33 µM; ATG4B cleavage of LC3-PLA2, NBD-HPC fluorescence, 1 h; 340,000 tested, 0.51% active; AID 504462; Q9Y4P1; in the data active = inhibition above about 40%
Target sequence (Q9Y4P1 whole entry, looked up): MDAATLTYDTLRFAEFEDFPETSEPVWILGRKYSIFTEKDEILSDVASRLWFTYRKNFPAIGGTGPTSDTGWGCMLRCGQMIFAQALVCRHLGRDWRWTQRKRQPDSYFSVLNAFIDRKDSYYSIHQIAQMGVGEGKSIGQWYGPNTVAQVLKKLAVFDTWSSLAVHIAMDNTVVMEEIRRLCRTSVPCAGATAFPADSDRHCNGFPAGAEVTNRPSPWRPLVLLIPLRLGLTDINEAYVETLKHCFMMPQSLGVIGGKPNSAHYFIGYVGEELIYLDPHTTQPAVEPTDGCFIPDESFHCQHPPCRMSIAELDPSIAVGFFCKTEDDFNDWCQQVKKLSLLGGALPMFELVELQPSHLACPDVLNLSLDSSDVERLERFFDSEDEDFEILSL
GRIN3A LBD mod = modulates the human NR3A ligand-binding domain; 340,000 tested, 2.5% active; NR3A LBD differential scanning fluorimetry, Tm shift; 0% = protein alone, 100% = glycine-bound protein; Tm shift relative to glycine control, % at 25 µM;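 active = melting temperature shift of at least 10% of the positive control shift, at one fixed dose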
SENP7 block = SENP7 protease inhibition; 330,000 tested, 1.5% active; Q9BQF6; inhibition, % at 5 µM; recombinant SENP7, Z-RLRGG-aminoluciferin luminescence, 40 min;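 active = inhibition above about 50% at the single test dose, limit read from the data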;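 also: plate controls were DMSO with enzyme for no effect and no enzyme buffer wells for full effect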
SENP8 inh = SENP8 (human) protease inhibition. recombinant SENP8, Nedd8 substrate fluorescence. inhibition, % at 20 µM. 360,000 tested, 0.64% active. AID 602440; in the data active = inhibition mostly above about 40%, no sharp cut-off; inactive = mostly below about 27%
SENP6 block = inhibitors of human SENP6 protease; Q9GZR1; Recombinant SENP6 catalytic domain, aminoluciferin luminescence; inhibition, % at 10 µM; 330,000 tested, 1.8% active; AID 2599;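 active = inhibition above about 50% at the single tested dose, limit read from the data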;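 also: plate controls were DMSO wells with enzyme for no effect and DMSO wells lacking enzyme for full effect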
Target sequence (Q9GZR1 628-1112 limits assumed): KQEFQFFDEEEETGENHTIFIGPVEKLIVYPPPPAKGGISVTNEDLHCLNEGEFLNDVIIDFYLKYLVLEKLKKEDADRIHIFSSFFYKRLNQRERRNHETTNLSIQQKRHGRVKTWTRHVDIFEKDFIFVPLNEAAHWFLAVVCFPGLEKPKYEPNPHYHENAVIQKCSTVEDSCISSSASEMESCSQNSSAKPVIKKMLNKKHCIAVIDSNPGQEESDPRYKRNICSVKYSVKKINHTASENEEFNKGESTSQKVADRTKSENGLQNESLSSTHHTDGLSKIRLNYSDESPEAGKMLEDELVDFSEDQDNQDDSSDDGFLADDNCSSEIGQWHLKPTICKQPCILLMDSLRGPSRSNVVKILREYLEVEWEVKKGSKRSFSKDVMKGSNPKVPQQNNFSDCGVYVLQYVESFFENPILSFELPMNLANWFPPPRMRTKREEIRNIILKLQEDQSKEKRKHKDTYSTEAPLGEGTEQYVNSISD
The depositor's hits bear a star; . = not tested or not shown. The order is random; about 6.9% have a hit in one of these screens.

item	Compound	HKDC1 inhibitor	MPTP block	PfG6PD inh	ATG4B inh	GRIN3A LBD mod	SENP7 block	SENP8 inh	SENP6 block
1	O=C(Nc1cccc2ccccc12)N1CC=C(c2ccccc2)CC1	5.0	-0.4	7.1	-20.7	1.1	16.7	-306.4	16.2
2	CCOc1ncccc1C(=O)OCC(=O)c1c(N)n(C)c(=O)n(C)c1=O	-7.1	-2.3	10.4	0.7	1.4	1.3	32.3	-2.5
3	CCOc1ccc2oc(-c3ccccc3)c(C(=O)N3CCN(C)CC3)c2c1	-7.1	-0.9	-10.8	-6.0	-0.5	-1.7	-273.2	-3.6
4	CCN(CC)C(=O)COc1ccc(CC(=O)O)cc1OC	5.5	-1.2	-15.7	-0.5	1.8	0.4	16.4	-6.1
5	CCC(C(=O)NCCCc1ccccc1)n1nc(C)c2c(C)n(-c3ccccc3)nc2c1=O (stereo unspecified)	-0.5	-1.6	-1.4	-3.4	-0.2	3.4	13.0	-4.7
6	CCOC(=O)C=Nc1c(N)n(C)c(=O)n(C)c1=O	-5.9	1.3	3.9	-10.8	9.9	1.1	-24.7	-9.2
7	CCC(C)NC(=O)CN1C(=O)CC(C)(C)S(=O)(=O)c2ccccc21 (stereo unspecified)	-10.7	-2.2	9.1	-4.8	8.5	-0.7	5.1	4.5
8	O=C1CN=C(Nc2ccccc2)N1Cc1cccs1	-6.4	-1.3	-7.3	-5.0	-2.3	-2.5	15.8	2.8
9	Cc1ccc(C)c(NC(=O)C2C(c3ccccc3)C2(Cl)Cl)c1 (stereo unspecified)	-3.9	75.7*	7.5	10.8	-3.4	-3.4	8.5	-8.7
10	O=S(=O)(N/N=C1/CC(c2ccccc2)Oc2ccccc21)c1ccccc1 (stereo unspecified)	1.9	1.6	-7.6	-7.2	-4.0	.	6.2	.

Next entries.
item	Compound	HKDC1 inhibitor	MPTP block	PfG6PD inh	ATG4B inh	GRIN3A LBD mod	SENP7 block	SENP8 inh	SENP6 block
11	CN(C)C(CNC(=O)C1CC(=O)N(Cc2ccccc2)C1)c1ccccc1 (stereo unspecified)	-4.5	-0.8	-7.2	2.8	0.9	0.4	5.8	-0.9
12	Cc1sc2nc(CSCC(=O)NC3(C#N)CCCCC3)[nH]c(=O)c2c1C	0.7	-1.1	23.0	-2.5	-3.0	-9.0	-86.3	-6.9
13	C=CCc1cc(OC)ccc1OCCCCn1cncn1	-1.8	0.1	-3.6	3.2	-0.3	0.0	13.9	-11.9
14	CC(C)C(NC(=O)CCNC(=O)c1ccccc1Cl)c1nc2ccccc2[nH]1 (stereo unspecified)	-6.5	-1.3	-3.1	1.7	-0.3	-4.4	0.1	-10.3
15	Cc1cc(C(=O)N/N=C2\CC(=O)CC(C)(C)C2)c2ccccc2n1	-9.9	2.8	10.0	-8.3	-1.7	2.9	5.9	-15.1
16	CCn1c(SCC(=O)Nc2ccc3c(c2)OCO3)nnc1C(C)C	-5.2	-1.7	-8.3	3.8	-2.2	3.9	4.6	-13.7
17	COc1ccc(Cl)cc1NC(=O)CN(C)C(=O)c1ccc(OCc2ccccc2)c(OC)c1	4.5	-1.7	1.9	2.4	-6.4	7.8	17.7	7.1
18	CC(C)(C)c1ccc(S(=O)(=O)Nc2cccnc2)cc1	-3.0	5.1	-24.8	5.2	0.9	5.1	13.2	-6.4
19	Cc1cc(C)cc(C(=O)NCCCN2CCOCC2)c1	-6.1	0.5	-2.7	-6.3	2.2	-2.2	16.1	14.7
20	CCN(Cc1cnn(C)c1)C(=O)c1ccc(OC2CCN(S(=O)(=O)N(C)C)CC2)cc1	-7.4	1.8	-19.1	10.1	-1.2	-7.0	2.1	-4.9

Carrying on.
item	Compound	HKDC1 inhibitor	MPTP block	PfG6PD inh	ATG4B inh	GRIN3A LBD mod	SENP7 block	SENP8 inh	SENP6 block
21	CCOc1ccc(Nc2nc(NCC(=O)O)nc(N)c2[N+](=O)[O-])cc1	2.6	0.5	5.2	5.7	.	2.2	23.5	-3.5
22	O=C(CN1CCN(c2ccccc2)CC1)N/N=C/c1cccc(F)c1	-9.5	0.6	6.8	-9.3	-1.0	-0.3	5.3	7.3
23	Cc1ccc(OCC(=O)Nc2ccncc2)cc1	1.0	1.6	-12.9	-1.3	-0.5	7.2	7.0	0.3
24	COc1cc(OC)cc(C(=O)Nc2cc(-c3cn4cccnc4n3)ccc2C)c1	-4.0	1.2	-1.7	31.2	-0.2	-4.1	-459.9	4.9
25	O=C(CN(C(=O)c1csnn1)c1ccccc1Cl)NC1CCCCC1	-6.3	-1.0	1.9	-4.4	-1.2	-0.9	4.4	-14.9
26	CN(C)CCNC(NC(=O)c1cccs1)C(Cl)(Cl)Cl (stereo unspecified)	-11.2	0.8	9.4	-8.0	0.8	-1.9	5.0	-14.7
27	CC(C)(C)Sc1ccc(N)nc1	1.1	1.0	7.5	-2.9	1.3	9.6	1.1	-5.1
28	CCCCn1cnc2cc(C)c(C)cc21	8.6	-1.7	-5.2	-2.9	-0.9	0.5	4.7	-1.1
29	Cc1ccccc1N1CCN(S(=O)(=O)N(C)C)CC1	-11.0	-1.0	-13.8	6.9	-0.9	1.1	6.8	9.7
30	C/C(=N\NC(=S)Nc1c(C)cccc1C)c1cc2ccccc2o1	-10.0	3.1	1.4	-16.6	3.1	-9.3	5.8	-8.1

4 records drawn at random from the list so far:
item	Compound	HKDC1 inhibitor	MPTP block	PfG6PD inh	ATG4B inh	GRIN3A LBD mod	SENP7 block	SENP8 inh	SENP6 block
13	C=CCc1cc(OC)ccc1OCCCCn1cncn1	-1.8	0.1	-3.6	3.2	-0.3	0.0	13.9	-11.9
24	COc1cc(OC)cc(C(=O)Nc2cc(-c3cn4cccnc4n3)ccc2C)c1	-4.0	1.2	-1.7	31.2	-0.2	-4.1	-459.9	4.9
11	CN(C)C(CNC(=O)C1CC(=O)N(Cc2ccccc2)C1)c1ccccc1 (stereo unspecified)	-4.5	-0.8	-7.2	2.8	0.9	0.4	5.8	-0.9
18	CC(C)(C)c1ccc(S(=O)(=O)Nc2cccnc2)cc1	-3.0	5.1	-24.8	5.2	0.9	5.1	13.2	-6.4

(continued)
item	Compound	HKDC1 inhibitor	MPTP block	PfG6PD inh	ATG4B inh	GRIN3A LBD mod	SENP7 block	SENP8 inh	SENP6 block
31	COc1ccc(Cc2noc(CN3CCC(c4ccncc4)CC3)n2)cc1OC	-7.3	5.6	-7.2	-0.8	-0.7	3.1	22.2	3.4
32	O=C(Cc1c(F)cccc1Cl)NCCc1c[nH]c2ccccc12	-3.0	0.7	-8.6	-4.0	3.7	2.0	12.3	-5.8
33	CCC(=O)Nc1nnc(SCc2ccc(F)cc2)s1	-3.2	-1.1	-5.6	-6.5	-6.7	-1.8	13.7	-14.7
34	O=C(NCc1cccnc1)c1ccc(S(=O)(=O)N2CCCCC2)cc1	-3.7	-0.4	25.4	-9.4	0.8	0.9	9.8	12.6
35	COc1cccc(Oc2nccc(N(C)C)c2C#N)c1	-6.2	-1.7	-7.8	5.9	2.1	2.6	4.6	-16.0
36	CN(C(=O)c1ccc(Cl)cc1)C1CCS(=O)(=O)C1 (stereo unspecified)	3.4	-1.1	-20.6	2.4	0.2	-4.0	14.9	-12.9
37	COCCCNC(NC(=O)c1ccc(Cl)cc1)C(Cl)(Cl)Cl (stereo unspecified)	-6.5	2.6	2.5	-6.1	-0.1	1.1	9.1	-27.7
38	C/C(=N/NC(=O)COc1cc(C)ccc1C(C)C)C(=O)O	-2.2	1.1	-22.1	3.9	-0.3	-4.9	19.8	-10.9
39	CC1CCN(S(=O)(=O)c2ccc(NC(=O)Cn3nnc(-c4ccccc4)n3)cc2)CC1	-4.6	53.7*	-12.2	9.1	11.2*	4.5	16.3	-8.6
40	CCCN(CCC)C(=O)CCSCCC(=O)N(CCC)CCC	-0.3	0.4	-2.5	-3.4	-4.6	-0.2	12.0	12.1

(listing goes on)
item	Compound	HKDC1 inhibitor	MPTP block	PfG6PD inh	ATG4B inh	GRIN3A LBD mod	SENP7 block	SENP8 inh	SENP6 block
41	Cc1ccc(NC(C)C(=O)N/N=C/c2c[nH]c3ccccc23)cc1 (stereo unspecified)	-12.6	4.5	1.9	-8.0	-5.5	2.1	-0.2	-1.0
42	Cc1ccc(S(=O)(=O)N2CCN=C2SCc2c(F)cccc2Cl)cc1	7.1	-2.5	52.8	3.5	0.7	9.5	11.5	-23.2
43	Cc1ccc(Cn2c(=O)c3ccccc3n3c(SCC(=O)N4CCCCC4C)nnc23)cc1 (stereo unspecified)	9.5	0.3	0.6	0.9	-3.5	6.2	-11.0	-0.5
44	Cc1ccc(S(=O)(=O)N2CCCCC2)cc1NC(=O)COC(=O)c1ccc(=O)[nH]c1	-1.4	-0.1	-14.9	-3.6	-4.3	-0.3	2.1	-19.9
45	COc1ccc(Cl)cc1C(=O)OCC(=O)Nc1sccc1C(N)=O	3.8	1.3	-6.8	-3.8	2.6	-4.8	-0.6	-9.0
46	OCCNCCOc1ccccc1-c1ccccc1	-6.4	15.0	-7.1	-14.5	-0.4	12.7	16.8	-1.4
47	CCCn1nnnc1NCc1ccccc1Cl	-4.4	0.2	5.2	1.6	-0.7	4.9	6.7	-0.5
48	COc1ccccc1N1CCN(C(=O)c2oc3c(c2C)C(=O)CC(C)(C)C3)CC1	-7.2	1.2	1.8	-13.8	0.9	4.6	7.1	1.2
49	Cc1ccc(SCc2cc(=O)[nH]c(N3CCCCC3)n2)cc1	-4.1	0.2	-11.6	2.2	0.5	5.0	11.0	1.2
50	CCC1CCCCN1C(=O)c1noc(C(C)C)c1[N+](=O)[O-] (stereo unspecified)	-5.6	2.9	-10.1	5.0	-0.9	0.6	26.8	-0.9

Continued.
item	Compound	HKDC1 inhibitor	MPTP block	PfG6PD inh	ATG4B inh	GRIN3A LBD mod	SENP7 block	SENP8 inh	SENP6 block
51	COc1cccc(C(=O)NCC(=O)N/N=C/c2ccc(OC(=O)c3cccs3)c(OC)c2)c1	0.1	0.2	-3.8	-15.6	-5.7	-5.2	14.7	-17.3
52	O=C(COC(=O)Cc1ccc(S(=O)(=O)N2CCOCC2)s1)Nc1ccc([N+](=O)[O-])cc1	-0.2	-1.9	3.0	-14.2	-6.7	-2.4	-0.9	1.0
53	CC1C(Br)C(=O)NC(=O)N1Cc1ccccc1 (stereo unspecified)	-5.9	-0.3	-10.9	1.8	-0.6	-8.6	13.5	-22.2
54	Cc1cccc(CN2CCCC(C(=O)Nc3ccccc3Oc3cccnc3)C2)c1 (stereo unspecified)	-5.8	-0.3	12.5	2.0	0.7	10.0	2.8	-18.6
55	CC1(C)SC(=S)N(Cc2ccc3c(c2)OCO3)C1N(O)C(=O)NC1CCCCC1 (stereo unspecified)	1.8	-3.2	13.7	-5.9	-12.7	9.2	10.5	5.1
56	COc1ccc2oc(=O)c(/C(C)=N/NC(=O)c3ccncc3)cc2c1	-9.4	1.3	4.7	-3.1	3.9	.	-95.8	.
57	C#CCSc1cc(C(F)(F)F)nc(-c2ccccn2)n1	-9.5	0.2	5.5	-1.6	-1.0	-0.8	12.7	-4.9
58	O=C(COC(=O)c1ccco1)Nc1nc2c(F)c(F)c(F)cc2s1	-23.8	3.7	-12.3	7.4	-4.9	2.4	-18.9	-13.7
59	Cc1nccn1CCc1n[nH]c(=S)n1Cc1ccccc1	-4.0	-2.6	5.6	-1.8	1.0	-0.4	18.4	-9.1
